Screening results: PubChem, Sanford-Burnham Center for Chemical Genomics
hIAP act = increases human intestinal alkaline phosphatase activity; 0.16% of 330,000 active; purified human IAP, CDP-Star luminescence, 30 min; stronger effect = higher value; 1 = vehicle-only enzyme, 0 = enzyme-free background; P09923; activation factor at 10 µM; AID 2524;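 active = activation factor of the enzyme at least 2-fold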; note: the source names both 10 and 20 µM as test concentration; values of inactives mirror those of a sister screen read the other way
Target sequence (P09923 whole entry, looked up): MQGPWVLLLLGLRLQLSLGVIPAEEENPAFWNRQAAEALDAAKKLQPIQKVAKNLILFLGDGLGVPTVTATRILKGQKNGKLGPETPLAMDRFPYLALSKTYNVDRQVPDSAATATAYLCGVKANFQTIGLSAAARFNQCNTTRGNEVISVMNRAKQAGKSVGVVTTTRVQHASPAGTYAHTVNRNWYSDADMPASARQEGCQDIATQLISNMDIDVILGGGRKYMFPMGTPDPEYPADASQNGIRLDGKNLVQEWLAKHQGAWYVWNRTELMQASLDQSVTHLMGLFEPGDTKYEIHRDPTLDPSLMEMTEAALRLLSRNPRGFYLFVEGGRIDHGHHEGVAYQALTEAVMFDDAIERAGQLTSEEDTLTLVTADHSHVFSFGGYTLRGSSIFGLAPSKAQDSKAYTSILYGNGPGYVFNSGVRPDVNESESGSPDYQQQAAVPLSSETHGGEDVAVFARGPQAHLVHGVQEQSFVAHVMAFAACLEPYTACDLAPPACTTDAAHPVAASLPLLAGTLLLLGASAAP
hIAP block = human IAP inhibition. P09923. purified IAP, CDP-Star luminescence, 30 min. inhibition, % at 10 µM. 0.12% of 330,000 active. AID 2544;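 active = inhibition reaching a set limit with compound at 10 µM in the primary screen, cut at about 35% in these data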;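 note: plate controls were DMSO wells with enzyme for no effect and no-enzyme buffer wells for full effect; values of inactives mirror those of a sister screen read the other way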
A3G deaminase = blocks human APOBEC3G single-stranded DNA deamination. Q9HC16. recombinant A3G, ssDNA deamination FAM/TAMRA fluorescence. inhibition, % at 20 µM. 0.28% of 330,000 active;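 active = inhibition of at least 40% at 20 µM, with no more than 30% in the related APOBEC3A deaminase screen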;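 note: plate controls were DMSO wells with A3G for no effect and wells lacking A3G enzyme for full effect; some compounds called inactive have numbers as strong as hits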
APOBEC3A inh = inhibitors of human APOBEC3A DNA deaminase; P31941; recombinant A3A, FAM/TAMRA ssDNA deamination fluorescence; inhibition, % at 20 µM; 0.41% of 330,000 active;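 active = at least 40% inhibition at 20 µM here, with at most 30% in a related deaminase screen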;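 note: plate controls were A3A with DMSO for no effect and wells lacking A3A enzyme for full effect; some results filed as inactive read as strong as hits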
Target sequence (P31941 whole entry, looked up): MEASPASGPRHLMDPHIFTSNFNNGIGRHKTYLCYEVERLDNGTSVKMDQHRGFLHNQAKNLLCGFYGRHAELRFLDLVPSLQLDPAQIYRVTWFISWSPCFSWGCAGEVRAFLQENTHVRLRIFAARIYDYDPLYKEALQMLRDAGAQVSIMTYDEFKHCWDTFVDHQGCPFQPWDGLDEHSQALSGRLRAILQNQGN
SENP1 inh = SENP1 (human) catalytic domain inhibition. Q9P0U3. recombinant SENP1 catalytic domain, CyPet-SUMO1-YPet FRET cleavage. inhibition, % at 10 µM. 0.21% of 360,000 active. AID 624204;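 active = inhibition at least 30% at 10 µM, raw YFP signal under a set limit, fluorescence ratio 0.5 to 1.5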;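 note: 0% = enzyme with DMSO and 100% = no enzyme wells; some results filed as inactive read as strong as hits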
Target sequence (Q9P0U3 419-644 limits assumed): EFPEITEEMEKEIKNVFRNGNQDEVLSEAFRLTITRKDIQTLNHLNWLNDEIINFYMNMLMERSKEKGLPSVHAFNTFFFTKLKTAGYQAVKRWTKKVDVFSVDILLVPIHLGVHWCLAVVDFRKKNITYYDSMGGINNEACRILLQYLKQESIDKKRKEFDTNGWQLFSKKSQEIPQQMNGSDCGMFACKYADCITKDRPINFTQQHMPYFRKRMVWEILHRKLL
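Test system: hSENP1 catalytic domain, recombinant; Amount: 20 pM final SENP1 enzyme; Medium: Tris pH 8 buffer plus EDTA, NaCl, BME, BSA, NP40, catalase; Schedule: 50 min enzyme reaction, room temperature, light-protected; Technique: FRET fluorescence in CFP and YFP emission channels; Controls: no-enzyme wells low, DMSO-plus-enzyme wells high control.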
NLRP3 yeast inh = inhibitors of NALP3 inflammasome in yeast. inhibition, % at 10 µM. AID 2825. Yeast reconstituted NLRP3/ASC/caspase-1, beta-gal luminescence, 24 h. 0.39% of 330,000 active;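 active = inhibition of 50% or more; inactive = inhibition below 50%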;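 note: plate controls were induced DMSO wells for no effect and uninduced yeast grown without galactose for full effect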
mIAP inh = mouse IAP inhibition; 0.2% of 330,000 active; inhibition, % at 10 µM; purified mouse IAP, CDP-Star luminescence, 30 min;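 active = inhibition of at least 40% at 10 µM in the primary screen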;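 note: plate controls were DMSO with enzyme for no effect and no enzyme wells for full effect; values of inactives mirror those of a sister screen read the other way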
MIN6 prolif = induces beta-cell replication in MIN6 cells. MIN6 cells proliferation, ATPlite luminescence, 48 h; cells starved in 0.2% serum; 100% = growth in 10% serum. proliferation, % at 10 µM. 0.29% of 330,000 active. AID 2380;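 active = compounds whose signal lies at least 3.5 SD above the mean of all wells on their plate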;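 note: 0% = DMSO-treated cells in low-serum medium and 100% = 10% serum control; some compounds called inactive have numbers as strong as hits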
mIAP act = increases mouse intestinal alkaline phosphatase activity; muIAP, CDP-Star luminescence, 30 min; stronger effect = higher value; 1 = vehicle-only enzyme signal, 0 = enzyme-free wells; activation factor at 10 µM; 0.24% of 330,000 active;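 active = activation factor of at least 2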; note: the source names both 10 and 20 µM as test concentration; values of inactives mirror those of a sister screen read the other way
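also added = chemiluminescent substrate CDP-Star | test system = mouse IAP enzyme | signal = chemiluminescence readout | compound = DMSO-dissolved test compounds | incubation = 30 min at room temperature | benchmarks = DMSO wells, no-enzyme wells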
Starred values were filed as active, the others as inactive.

mol,hIAP block,SENP1 inh,NLRP3 yeast inh,A3G deaminase,mIAP act,mIAP inh,hIAP act,MIN6 prolif,APOBEC3A inh
COc1cc(C(=O)Nc2ccc(-c3nnc(-c4ccco4)o3)cc2)cc(OC)c1OC,9,-3,22,-3,0.84,16,0.91,-4,0
CCCc1ccc(OCc2ccc(C(=O)N/N=C/c3cccc([N+](=O)[O-])c3)o2)c(OC)c1,10,3,9,1,0.94,6,0.9,-3,3
CC(=O)Cc1c(C(=O)O)c(C)nn1-c1ccccc1,-17,2,2,-3,0.92,8,1.2,0,-2
Cc1nc(NCCCn2ccnc2)c2ccccc2n1,1,-4,11,-7,1.1,-9,0.99,-1,-4
O=C(Cc1c(F)cccc1Cl)NNC(=O)c1cccs1,-16,1,9,0,1,-1,1.2,-3,2
Cc1c(CCO)c(=O)[nH]n1S(=O)(=O)c1ccc(Cl)cc1Cl,9,1,10,-9,0.95,5,0.91,3,-2
CCOC(=O)c1nc(C)n(-c2cc(Cl)ccc2Cl)n1,-4,-1,1,-2,1.1,-7,1,5,-2
Cc1ccc(NC2=CC(=O)CC(C)(C)C2)cc1Cl,-1,-92,16,-8,0.99,1,1,0,-5
CSc1ccc(S(=O)(=O)Nc2ccc3c(c2)OCCO3)cc1,16,0,20,-3,1,0,0.84,-3,0
Cc1ccc(OCc2cc(C(=O)N(C)Cc3cnc4ccccn34)no2)cc1C,-2,-1,17,-5,0.98,2,1,-3,-6
Nc1n[nH]c(N)c1N=Nc1ccc2c(c1)OCO2,2,1,26,-6,0.9,10,0.98,-1,-5
Cc1ccc(NC(=O)CC2Oc3ccccc3NC2=O)c(C)c1 (configuration not stated),1,2,5,1,0.93,7,0.99,0,0
CCCCN1C(=O)N(c2ccccc2Cl)C(C)(O)CC1(C)C (configuration not stated),-8,2,-10,-3,0.98,2,1.1,0,0
COc1cc(Nc2c3c(nc4ccccc24)CCCC3)cc(OC)c1OC,8,1,-4,-3,0.9,10,0.92,-4,-5
COc1ccc(OC)c(-c2nc(C(=O)NC3CCN(Cc4ccccc4)CC3)cc3c2[nH]c2ccccc23)c1,3,-13,20,-6,0.87,13,0.97,-6,1
COc1ccc(C2CC(c3ccccc3)Nc3nc(N)nn32)cc1 (configuration not stated),-47,2,7,-7,0.88,12,1.5,0,-3
Cc1ccc(-c2csc(N(C)C(=O)c3c(C)nn(-c4ccccc4)c3Cl)n2)cc1,0,0,-10,-10,1.1,-12,1,-2,-6
Cc1cccc(Cn2c(C(C)(C)C)cc3cccnc32)c1,-30,-1,14,14,1,-5,1.3,-3,1
O=C(Nc1nccs1)c1cc(N2CCOCC2)nc2ccccc12,-11,-28,9,-7,0.94,6,1.1,1,-21
COC(=O)c1ccccc1NS(C)(=O)=O,-16,0,10,-8,1.1,-12,1.2,-1,2
Cc1nc([N+](=O)[O-])c(Br)n1CC(=O)c1ccc2ccccc2c1,-16,0,24,-1,1,-4,1.2,-6,3
Cc1ccc(NC(=O)N2C3CCCC2CC(NC(=O)C(C)(C)C)C3)cc1 (configuration not stated),2,-2,20,-4,1.1,-8,0.98,-2,-3
O=C(CCn1c(=O)oc2ccccc21)n1c(=O)oc2ccccc21,-1,3,-5,-2,0.98,2,1,-2,-1
COc1ccccc1CCC(=O)OCC(=O)NC1CC1,-5,2,-11,-9,0.95,5,1,-2,1
COc1nsnc1NS(=O)(=O)c1ccc(NC(=S)NC(=O)c2cccnc2)cc1,0,1,21,1,1.1,-7,1,-2,-1

Quoted at random: three records from the list.
mol,hIAP block,SENP1 inh,NLRP3 yeast inh,A3G deaminase,mIAP act,mIAP inh,hIAP act,MIN6 prolif,APOBEC3A inh
COc1ccccc1CCC(=O)OCC(=O)NC1CC1,-5,2,-11,-9,0.95,5,1,-2,1
CSc1ccc(S(=O)(=O)Nc2ccc3c(c2)OCCO3)cc1,16,0,20,-3,1,0,0.84,-3,0
Cc1cccc(Cn2c(C(C)(C)C)cc3cccnc32)c1,-30,-1,14,14,1,-5,1.3,-3,1

Other structures follow.
mol,hIAP block,SENP1 inh,NLRP3 yeast inh,A3G deaminase,mIAP act,mIAP inh,hIAP act,MIN6 prolif,APOBEC3A inh
COc1ccc(C(N)CCc2ccco2)cc1 (configuration not stated),9,-31,13,-6,1.1,-8,0.91,-1,-3
O=C(CN1CCN(c2ccc(F)cc2)CC1)NCC1CCCO1 (configuration not stated),-9,1,10,-9,0.92,8,1.1,-1,-2
Cc1c(C(=O)OCC(C)(C)CN(C)C)oc2ccccc12,5,3,-13,-2,0.92,8,0.95,0,2
O=C1NC(c2ccccc2)CCO1 (configuration not stated),14,0,5,-7,0.98,2,0.86,-2,-6
CCC(C)Sc1ccc([C@@H]2[C@H]3C(=O)N(C)C(=O)[C@H]3[C@]3(C(=O)OC)CCCN23)cc1 (some centres not stated),-9,0,11,-11,1,-2,1.1,-2,-4
O=S(=O)(NCc1cccnc1)c1ccccc1,16,1,6,-5,0.93,7,0.84,-1,0
Cc1csc(NC(=O)CSc2ccc([N+](=O)[O-])cn2)n1,31,1,7,13,0.95,5,0.69,3,3
Cc1cc(C)n(CC(O)Cn2ccc3ccccc32)n1 (configuration not stated),0,-2,8,2,1.1,-11,1,-3,3
S=C(NCc1cccnc1)Nc1cccc2ccccc12,-3,6,2,-2,0.93,7,1,0,-2
CCOc1ccccc1NC(=O)COC(=O)C1CC(=O)N(c2c(C)cccc2C)C1 (configuration not stated),-10,3,13,-7,0.9,10,1.1,2,0
CCOc1ccc(Nc2nc(NCC(=O)O)nc(N)c2[N+](=O)[O-])cc1,-16,11,25,-9,0.94,6,1.2,0,0
COc1ccc(Cl)cc1NC(=O)CN(C)C(=O)c1cc2ccccc2cc1OC,-1,-2,-2,-9,1,-2,1,1,2
CCOc1cc(C(=O)Nc2cc3c(cc2N2CCOCC2)n(C)c(=O)n3C)cc(OCC)c1OCC,-7,3,6,3,0.94,6,1.1,-2,2
Cc1ccc(S(=O)(=O)C2(C(=O)NC3CCCC3)CC2)cc1,4,-3,22,-3,0.96,4,0.96,-3,3
OCC1(Cc2ccccc2)CCCN(Cc2ccc3c(c2)OCCO3)C1 (configuration not stated),-5,0,4,-8,1,0,1.1,-5,1
CCCCOn1c(C)c(C(C)=O)c2c3no[n+]([O-])c3ccc21,1,1,14,0,0.97,3,0.99,4,1
CC(=O)Nc1nnc(-c2ccc3c(c2)CCCC3)o1,0,4,12,-6,1,-2,1,-1,-1
CC(=O)NC(Cc1ccccc1)C(=O)N1CCN(C(=S)NCC(C)C)CC1 (configuration not stated),8,4,10,-8,0.97,3,0.92,-2,-4
CCN=C1S/C(=C\c2cn(CC(=O)NCc3ccco3)c3ccccc23)C(=O)N1CC,13,-33,14,-3,0.87,13,0.87,-2,1
CCOc1ccc(-n2c(Cc3cc(=O)[nH]c(=O)[nH]3)nnc2SC(C)C(=O)OC)cc1 (configuration not stated),12,1,1,-8,1,-4,0.88,0,-2
COCCNC(=O)c1ccc(CS(=O)(=O)c2ccccc2)o1,-22,4,-10,-1,0.97,3,1.2,-1,2
COc1ccc(-c2sc3ccc(OC)cc3c2-c2ccc(O)cc2)cc1,-15,2,10,-5,0.95,5,1.2,-5,-3
O=c1c2cnn(-c3ccc(F)cc3)c2ncn1Cc1ccc(F)cc1,8,0,-2,-4,0.96,4,0.92,-1,-21
COc1cccc(NC(=O)CN2C(=O)COc3ccc(C)cc32)c1,-26,1,15,-5,1.1,-7,1.3,0,-2
O=C(NCc1cccnc1)Nc1cccc(F)c1,4,2,-3,-6,0.98,2,0.96,1,-2
Cc1cc(C)cc(C(=O)OCC(=O)N2CCCC2)c1,-2,1,15,-2,1,-2,1,0,-1
CCOc1ccccc1NC(=O)CN(C)S(=O)(=O)c1ccc2[nH]c(=O)oc2c1,11,5,6,-1,0.69,31,0.89,-4,-1
NC(=O)c1ccc(NC(=O)COC(=O)/C=C/c2ccc3c(c2)OCO3)cc1,5,0,1,-7,0.97,3,0.95,-2,-3
COc1ccc(/C=c2\sc3nc(-c4ccccc4OC)nn3c2=O)c(OC)c1,-2,-19,10,-2,1.1,-6,1,-5,-2
O=[N+]([O-])c1cc2c(cc1CN1CCN(c3ccccc3)CC1)OCO2,8,-2,24,-2,0.9,10,0.92,-4,2
N#C/C(=C/c1ccc(N2CCCCC2)o1)c1cccc(F)c1,-10,-7,5,6,0.87,13,1.1,-6,3
Cc1ccc(Cl)cc1NC(=O)CSc1nnc(C)n1-c1ccccc1,5,0,16,-7,1,0,0.95,2,-6
COc1ccc(/C=C2\SC(=O)N(CCNC(=O)C3CSC4(C)CCC(=O)N34)C2=O)cc1 (configuration not stated),-14,1,-1,-3,0.89,11,1.1,3,15
CCOC(=O)c1c(-c2ccccc2)csc1NC(=O)CSc1nnnn1C,-6,-1,25,-3,0.92,8,1.1,-1,2
CS(=O)Cc1cc(Sc2ccccc2)nc(-c2ccncc2)n1 (configuration not stated),-4,1,2,0,0.95,5,1,-1,8
CCOC(=O)C(=O)Nc1nnc(CCc2ccccc2)s1,-17,1,0,1,1,-2,1.2,-3,4
O=C(CSc1nnc(-c2ccco2)o1)Nc1cccc([N+](=O)[O-])c1,13,2,11,10,0.98,2,0.87,-1,4
CN1CCN(c2ccc(Cl)cc2NC(=O)CN2C(=O)NC(C)(c3ccccc3)C2=O)CC1 (configuration not stated),-8,0,10,15,1.1,-6,1.1,-3,18
CCC(=O)Nc1nc2ccccc2n1Cc1ccccc1,-11,-2,-21,-1,0.9,10,1.1,-4,2
CC(C)(C)OC(=O)NNC(=O)C12CC3CC(CC(C3)C1)C2,-15,0,9,-3,1.1,-6,1.2,-1,-2
COc1ccc(Cl)cc1NS(=O)(=O)c1cccc(C(=O)NCC(c2ccco2)N(C)C)c1 (configuration not stated),-10,-7,12,-2,0.99,1,1.1,-1,0
CCCCNC(=O)c1cc2n(n1)C(C(F)(F)F)CC(c1ccccc1)N2 (configuration not stated),3,-8,2,-7,0.98,2,0.97,-2,-2
Cc1cc(N2C(=O)C(O)=C(C(=O)c3cc4ccccc4o3)C2c2ccc(Br)cc2)no1 (configuration not stated),0,-25,7,-7,0.94,6,1,-1,-8
COC(=O)c1ccccc1NC(=O)Nc1ccc(Br)cn1,-14,-1,15,-1,0.97,2,1.1,-2,2
CCOC(=O)C1=C(c2ccccc2)NC(=S)NC1C (configuration not stated),-21,2,23,-9,1.1,-12,1.2,-1,-8
CC1CCC2(CC1)NC(=O)N(CC(=O)N1CCN(S(=O)(=O)c3ccccc3)CC1)C2=O (configuration not stated),4,0,9,-15,1,-4,0.96,1,3

Only part of the results is shown, so the mix of outcomes need not match the whole.
